# Screens from PubChem BioAssay.
# PLAP act: PLAP enzyme activators, biochemical, luminescence, HTS | purified PLAP enzyme, luminescent substrate read-out; hits give high values | Alkaline phosphatase, placental type (Homo sapiens), P05187 | AID 696, 2007 | activation fold at 20 µM | hit rate 1.2% among 96,000; in the data active = activation fold above about 2
# CYP2C19 activ: human CYP2C19 activators, primary screen, biochemical, luminescence; Cytochrome P450 2C19 (Homo sapiens), P33261; recombinant CYP2C19, luciferin-H EGE luminescence; hits give high values; 0 = fully inhibited enzyme, 1 = untreated enzyme; activation factor at 5 µM; 96,000 tested, under 10 active; AID 1025, 2008;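 active = activation factor of at least 2 at 5 µM in the primary screen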;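 also: 0 = wells with 2.5 mM tranylcypromine and 1 = vehicle-only wells; values of inactives mirror those of a sister screen read the other way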
# Target sequence (P33261 whole entry, looked up): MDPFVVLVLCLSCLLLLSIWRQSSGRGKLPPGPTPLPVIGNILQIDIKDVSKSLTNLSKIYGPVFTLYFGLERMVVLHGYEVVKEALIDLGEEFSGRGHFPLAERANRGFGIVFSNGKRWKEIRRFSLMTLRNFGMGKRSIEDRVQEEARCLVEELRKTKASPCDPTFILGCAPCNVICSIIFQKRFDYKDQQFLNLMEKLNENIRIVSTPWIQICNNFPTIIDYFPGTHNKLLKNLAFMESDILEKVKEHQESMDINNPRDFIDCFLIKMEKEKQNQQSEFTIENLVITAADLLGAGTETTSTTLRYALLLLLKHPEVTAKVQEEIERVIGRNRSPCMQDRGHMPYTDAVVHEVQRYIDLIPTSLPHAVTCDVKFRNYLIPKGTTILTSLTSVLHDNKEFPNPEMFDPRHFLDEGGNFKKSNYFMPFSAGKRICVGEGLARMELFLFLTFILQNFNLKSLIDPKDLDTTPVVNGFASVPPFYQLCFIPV
# CYP2C9 inh: blockers of cytochrome P450 2C9 activity – biochemical, luminescence, ADME assay, primary screen. P11712. CYP2C9 Supersomes, luciferin-H conversion. inhibition, % at 5 µM. hit rate 20% among 96,000;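 active = blocking of liver enzyme CYP2C9 beyond about 50% at 5 µM, limit read from the data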; also: values of inactives mirror those of a sister screen read the other way
# Target sequence (P11712 whole entry, looked up): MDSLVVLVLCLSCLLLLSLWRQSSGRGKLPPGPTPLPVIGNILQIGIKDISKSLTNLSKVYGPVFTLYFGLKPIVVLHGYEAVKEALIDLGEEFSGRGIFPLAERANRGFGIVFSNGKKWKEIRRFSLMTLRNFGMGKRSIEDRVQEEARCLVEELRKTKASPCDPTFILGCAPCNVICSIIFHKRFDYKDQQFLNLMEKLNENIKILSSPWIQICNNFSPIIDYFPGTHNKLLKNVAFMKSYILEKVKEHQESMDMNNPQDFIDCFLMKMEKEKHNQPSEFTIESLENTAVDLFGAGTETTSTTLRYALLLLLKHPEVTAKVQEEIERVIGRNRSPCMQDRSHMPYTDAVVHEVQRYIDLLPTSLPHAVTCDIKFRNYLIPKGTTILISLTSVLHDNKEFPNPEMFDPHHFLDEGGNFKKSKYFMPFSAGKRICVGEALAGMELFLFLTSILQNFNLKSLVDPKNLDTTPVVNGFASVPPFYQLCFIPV
# EphB4 ephrin blk: EphB4-ephrin-B2 interaction antagonists, primary screen, biochemical, TNYL-RAW peptide probe, fluorescence polarization; EphB4 LBD / TNYL-RAW-Alexa532 peptide; hit rate 0.15% among 97,000; Ephrin type-B receptor 4 (Homo sapiens), P54760; inhibition, % at 7 µM; AID 720, 2007;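 active = inhibition above the screen-wide mean inhibition plus 3 SD, cut at about 15% in these data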;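 also: 0% = DMSO wells and 100% = excess unlabeled TNYL-RAW peptide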
# PTK2B oligo ant: antagonists of Pyk2 self-association, primary screen, Q293 cells, FERM NanoBiT luminescence, HTS. z-score (the deposit names both 25 µM and 10 µM). Protein-tyrosine kinase 2-beta (Homo sapiens), Q14289. hits give low values. hit rate 0.83% among 99,000;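 active = Z-score of -3 or lower, scaled per plate to the spread of control and sample wells; inactive = z-score above -3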;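 also: negative z-score means lost luminescence so less FERM oligomerization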
# PostGolgi yeast: phenotypic screen on post-Golgi transport, primary screen | hit rate 0.9% among 98,000 | post-Golgi transport phenotypic cell assay | inhibition, % at 10 µM; in the data active = inhibition above about 30%;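 also: yeast cells grown in 1536-well plates; yeast grown about 18 h at 30C before absorbance read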
# CYP2C19 inh: blockers of cytochrome P450 2C19 activity – biochemical, luminescence, ADME assay, primary screen; CYP2C19 Supersomes, luciferin-H EGE luminescence, 30 min; AID 778, 2007; inhibition, % at 5 µM; P33261; hit rate 21% among 96,000;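 active = CYP2C19 inhibition above a set limit at 5 µM in the primary screen, cut at about 50% in these data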;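 also: plate controls were negative control wells for no effect and 2.5 mM tranylcypromine positive control for full effect; values of inactives mirror those of a sister screen read the other way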
# CYP2C9 act: human CYP2C9 activators, primary screen, biochemical, luminescence. recombinant CYP2C9, luciferin-H conversion; hits give high values; factor 1 = untreated enzyme, 0 = blocked. activation factor at 5 µM. hit rate 1.4% among 96,000. Cytochrome P450 2C9 (Homo sapiens), P11712. AID 1024, 2008;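 active = activation factor of 2 or more for CYP2C9 at a 5 µM dose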;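 also: 0 = sulfaphenazole-blocked wells and 1 = vehicle-only wells; values of inactives mirror those of a sister screen read the other way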
# Ecoli WT expand: growth inhibitors of wild-type E. coli, primary screen, strain BW25113, expanded library, OD600; OD600 absorbance; growth inhibition, % at 100 µM; hit rate 0.15% among 98,000; AID 710, 2007;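 active = growth inhibition above about 50% at one test dose, limit read from the data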;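 also: growth measured after 20 h incubation at 37 °C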
# * marks the source's active call; other numbers are inactive results; nt = no result given.
SMILES,PLAP act,CYP2C19 activ,CYP2C9 inh,EphB4 ephrin blk,PTK2B oligo ant,PostGolgi yeast,CYP2C19 inh,CYP2C9 act,Ecoli WT expand
COc1cc(NC(=O)c2ccco2)c(C(=O)OCC(=O)Nc2ncc(Cl)cc2Cl)cc1OC,0.9,1,9,-5,-0.4,-4,4,0.9,3
Nc1nc(SCc2nc(-c3ccccc3)no2)[nH]c(=O)c1-c1ccccc1,1.2,0.3,82*,4,1.5,3,73*,0.2,8
CN(C)c1ccc(CN2CCCC(O)C2)cc1 (stereo not drawn),1,0.8,-5,nt,-0.36,-15,23,1,-5
COc1ccc(/C=N/N2CCN(c3ccncc3S(=O)(=O)N3CCCCC3)CC2)cc1,1.2,0.8,-5,-1,-0.39,13,22,1.1,-2
CC(C)CNS(=O)(=O)c1ccc(CCC(=O)Nc2ccc3c(c2)OCO3)cc1,0.9,1,38,5,1.1,-10,5,0.6,-1
COc1ccccc1CNC(=O)CCCN1C(=O)COc2ccc(C)cc21,0.9,0.4,-39,-4,0.21,-3,62*,1.4,6
Cn1c(N)c(C(=O)c2cc(-c3ccccc3)nc3ccccc23)c(=O)n(C)c1=O,1.1,0.8,-6,-1,-2.9,-7,16,1.1,-9
CCCCN1CC(O)=C(c2nc3ccccc3s2)C1=N,1.7,0.5,64*,nt,-1,2,45,0.4,-3
COc1ccc(NC(=O)c2oc3ccccc3c2NC(=O)COc2ccccc2OC)c(OC)c1,1.1,1.2,4,-2,0.11,5,-16,1,-9
CCOC(=O)Cc1csc(NC(=O)CC)n1,1,1,2,-10,1.2,-2,-2,1,4
CCOC(=O)CC(=O)CSc1nc2c(cc1C#N)CCCCC2,1,0.5,66*,-2,-0.68,0,47,0.3,2
Cn1c(=O)cc(OCC(=O)NCCCN2CCN(c3cccc(Cl)c3)CC2)c2ccccc21,1.3,0.8,14,nt,nt,24,17,0.9,3
CCn1c(SCC(=O)Nc2ccc(C(=O)OC)cc2)nnc1-c1cccs1,0.9,0.5,38,-2,0.24,-9,51*,0.6,8
COc1cccc(OCCc2c(C)n[nH]c2C)c1,1.1,0.8,-3,2,0.77,21,19,1,5
CCOC(=O)N1N=C(c2ccc(C)cc2)CC1(O)C(F)(F)F (stereo not drawn),1.1,0.4,48,3,0.54,11,59*,0.5,-5
CCCCn1c(-c2csc3ccccc23)n[nH]c1=S,1.1,0,89*,-5,-0.03,-8,97*,0.1,10
COc1ccc2[nH]c3nc(SCc4nnc(-c5ccccc5)o4)nnc3c2c1,1.5,0.5,64*,3,-0.25,2,50,0.4,-8
CN(c1ccc(C(=O)NCCSC(C)(C)C)cc1)S(C)(=O)=O,0.8,1.1,11,2,2.4,4,-5,0.9,-1
CCCC1(C(=O)OC)NC(c2ccc(OC)c(OC)c2)C2C(=O)N(c3ccc4c(c3)OCO4)C(=O)C21 (stereo not drawn),1.6,0.9,18,0,1.1,-3,15,0.8,0
CN(CC(=O)O/N=C(\N)c1ccc([N+](=O)[O-])cc1)S(=O)(=O)c1ccccc1,0.7,0.9,-5,3,3.1,-2,14,1.1,16
CC(C)(C)Nc1nc(Oc2ccc(=O)n(-c3ccccc3)n2)nc(N2CCOCC2)n1,1.3,0.5,68*,7,-1.2,0,54*,0.3,-3
CCn1c(SCC(=O)Nc2cccc(NC(=O)c3cccs3)c2)nnc1-c1ccncc1,1.2,0.7,72*,-1,-0.36,1,31,0.3,4
CC12CCC(C(=O)Nc3cc(Cl)ccc3Cl)(C/C1=N\O)C2(C)C (stereo not drawn),0.9,0.7,-206,-1,0.79,-7,26,3.1*,5
C=CCOc1ccc(/C(CC)=N/O)cc1OC,1,0.9,2,-3,-0.51,6,14,1,-1
CC1CCCCN1c1ncnc2ccccc12 (stereo not drawn),0.8,0.9,5,-6,0.72,7,12,0.9,12

# Next section; the last 2 above are carried over.
SMILES,PLAP act,CYP2C19 activ,CYP2C9 inh,EphB4 ephrin blk,PTK2B oligo ant,PostGolgi yeast,CYP2C19 inh,CYP2C9 act,Ecoli WT expand
C=CCOc1ccc(/C(CC)=N/O)cc1OC,1,0.9,2,-3,-0.51,6,14,1,-1
CC1CCCCN1c1ncnc2ccccc12 (stereo not drawn),0.8,0.9,5,-6,0.72,7,12,0.9,12
COc1ccc(OC)c(NC(=O)[C@H]2CC=CC[C@H]2C(=O)O)c1,1.1,1,-2,-8,0.36,6,3,1,0
O=C(Nc1ccc(N2CCOCC2)c(Cl)c1)C1CCCCC1,1.1,0.8,14,13,-0.59,-17,23,0.9,-7
Nc1c(S(=O)(=O)c2cccs2)c2nc3ccccc3nc2n1CC1CCCO1 (stereo not drawn),1.1,1.2,4,0,0.35,-1,-22,1,-7
Cc1ccc(-n2cc(-c3ccccc3)[nH]c2=O)cc1F,1.1,0.5,13,nt,-0.28,7,50,0.9,1
Cc1onc(-c2ccccc2)c1C(=O)Nc1sc2c(c1C#N)CCC2,1,1,68*,nt,0.18,3,4,0.3,-1
Cc1ccc(C)c(-n2nnnc2SCC(=O)Nc2cccc(-c3nnc4n3CCCCC4)c2)c1,0.8,0.8,42,1,-1.8,1,18,0.6,5
CCCCn1c(=O)c2ccccc2c2ccccc2c1=O,1,0.2,72*,1,-0.64,-6,82*,0.3,4
COc1ccccc1N(CC(=O)N/N=C/c1ccc(OCC(=O)NCc2ccco2)cc1)S(=O)(=O)c1ccc(C)cc1,2*,0.1,96*,-6,-2.6,-6,89*,0,-12
Cc1cc(C)n2nc(C(=O)OCC(=O)Nc3ccc4c(c3)OCO4)nc2n1,1,1.1,8,3,-0.38,3,-11,0.9,0
Cn1c(/N=C/c2c[nH]c3ccccc23)nc2ccccc21,0.7,0.9,-1,3,-0.13,-2,6,1,6
COc1ccccc1NC(=O)N(c1c(N)n(Cc2ccccc2)c(=O)[nH]c1=O)C1CCCC1,1.1,0.9,-6,-8,-0.33,-4,7,1.1,5
Cc1cccc(N/C(N)=N/c2nc3c(c(=O)[nH]2)CCCC3)c1,1.1,1,8,6,0.01,0,0,0.9,7
COc1cccc(Cn2c(-c3cccs3)noc2=O)c1,0.9,0.2,30,-1,1.8,-12,82*,0.7,8
COc1cccc(Nc2nc(CC(C)=O)ns2)c1,1,0.6,14,-8,0,-3,44,0.9,2
COC(=O)c1cccc(NC(=O)CSc2nnc(C)n2Cc2ccccc2)c1,1.6,0.3,89*,nt,0.58,4,70*,0.1,5
N#Cc1cccc(NC(=O)CSc2ccccc2)c1,0.7,0.7,24,2,1.8,4,34,0.8,19
Cc1[nH]c2ccccc2c1CC(=O)O,0.9,1,-5,0,-0.43,-4,2,1.1,-3
COC(=O)c1ccc(C(=O)OC)c(NS(C)(=O)=O)c1,0.9,0.9,-1,4,0.85,-4,14,1,-5
O=C1c2ccccc2NC2CCCCCN12 (stereo not drawn),nt,nt,nt,5,0.2,-4,nt,nt,7
Cc1cc(C)n(CC(O)Cn2ccc3ccccc32)n1 (stereo not drawn),0.9,0.3,41,1,-0.44,-1,72*,0.6,4
O=C(CSc1nnc(Cc2cccs2)n1CCc1ccccc1)N1CCCc2ccccc21,1.9,0.9,32,2,-1.2,13,15,0.7,-24
CCOC(=O)c1c(C)[nH]c(/C(C)=N/O)c1C,1,0.8,2,4,1.6,-5,23,1,-5
COCCn1c(=O)[nH]c2cc(C(=O)NC(C)C)ccc2c1=O,1.2,1.1,0,-4,-0.61,-1,-6,1,7
CCOC(=O)/C(C(C)=O)=C1/OC(=O)c2ccccc21,1,1.1,-1,-3,0.03,11,-10,1,-11
COC(=O)CCc1nc2ccccc2[nH]c1=O,0.9,0.8,-6,-5,0.83,-5,22,1.1,8

# (continued)
SMILES,PLAP act,CYP2C19 activ,CYP2C9 inh,EphB4 ephrin blk,PTK2B oligo ant,PostGolgi yeast,CYP2C19 inh,CYP2C9 act,Ecoli WT expand
CCOC(=O)NCCc1c(C)nc2c(c(C)nn2C(C)(C)C)c1C,1.3,0.8,34,0,-0.74,-2,24,0.7,-2
COc1cccc(OC)c1OCCNC(C)(C)C,1,1.1,9,-3,0.28,0,-13,0.9,4
O=C(NCc1ccccn1)c1cc2ccccc2oc1=O,1.1,1,-26,1,3.4,-3,1,1.3,3
O=C(O)C1CSC2(c3ccc4c(c3)OCCO4)CCC(=O)N12 (stereo not drawn),0.8,1.1,4,4,-0.17,4,-5,1,3
Cc1oc(/N=C/c2cccc3ccccc23)c(C#N)c1C,1.1,0.7,10,nt,0.92,4,30,0.9,-8
Cc1cc(NC(=O)c2cc(Cl)ccc2Cl)no1,1,0.9,-8,0,0.42,-4,7,1.1,14
Clc1ccc(OCc2cc(-c3ccccc3)no2)cc1Cl,0.5,1,69*,-2,0.15,2,1,0.3,2
CC1(C)N=C(c2ccccc2)C(=O)N1,0.9,0.6,-7,-1,-0.84,17,42,1.1,-1
Cn1c(=O)c2c(nc(NCCO)n2CCc2ccccc2)n(C)c1=O,0.7,0.8,9,nt,0.76,nt,25,0.9,nt
Cc1cc2nc(NC3=NCN(CCN4CCOCC4)CN3)nc(C)c2cc1C,1.3,1.1,-1,nt,nt,nt,-7,1,nt
CC(C)Cc1cc(C(=O)Nc2cc(Cl)ccc2Cl)no1,1,1.3,-162,-11,nt,6,-28,2.6*,3
CCS(=O)(=O)N1CCc2cc(OC)c(OC)cc2C1,nt,nt,nt,-2,0.63,-5,nt,nt,7
O=C(CN1CCOc2ccccc21)NC1CCN(Cc2ccccc2)CC1,1.4,0.9,16,-5,nt,-10,8,0.8,3
c1ccc(CN2CCN(c3nc4ccccc4n4cnnc34)CC2)cc1,1.7,0.6,22,0,nt,-4,36,0.8,8
CCOC(=O)N1CCN(C(=O)CN(Cc2ccc(Cl)cc2)S(C)(=O)=O)CC1,1.5,0.5,18,-2,0.61,4,48,0.8,7
CCOC(=O)C1CCCN(c2c(NCCCN(C)Cc3ccccc3)c(=O)c2=O)C1 (stereo not drawn),1.2,1,-3,5,0.56,-3,3,1,6
CCOc1ccc(NC(=O)CN2C(=O)COc3ccc(Cl)cc32)cc1,1,1,-9,2,nt,-2,-2,1.1,-8
CC(C)NC(=O)CSc1nnc(C2CC2)n1-c1ccccc1,0.9,1,2,0,1.1,-2,1,1,8
Cc1ccc(S(=O)(=O)N2CCN(C(=O)c3cc4c(C)nn(-c5ccccc5)c4s3)CC2)cc1,1.7,1,44,0,-0.43,0,2,0.6,-7
COc1cc(NS(=O)(=O)c2ccccc2)ccc1-n1nc(C)cc1C,nt,nt,nt,-2,0.68,3,nt,nt,-1
COC(=O)CC1SC(=O)NC1=Nc1ccc(OC)cc1 (stereo not drawn),0.8,0.6,18,-2,-0.6,1,40,0.8,-1
CCCOc1ccc(/C(O)=C2/C(=O)C(=O)N(CCN(C)C)C2c2ccc(OC)c(OC)c2)cc1 (stereo not drawn),nt,nt,nt,0,0.77,3,nt,nt,5
N#CCCN(Cc1ccccc1)C(=S)NC(=O)c1ccccc1,1.3,0.7,93*,-8,-0.53,0,34,0.1,11
O=C(CN1C2=NCCCN2c2ccccc21)c1cccs1,0.7,0.9,8,-6,0.83,8,12,0.9,5
COc1cc2c(cc1NC(=O)c1cccnc1)CCCC2,0.8,1,-3,-2,-0.75,1,-3,1,10
Cc1cc(NC(=O)c2ocnc2C)no1,0.9,0.9,10,-4,2.3,4,11,0.9,1
CC(C)OC(=O)c1cccnc1SCc1cc(=O)n2ccccc2n1,0.9,0.7,52*,-5,-1.4,30*,32,0.5,2
